# IL2 activator: qHTS of IL-2 Activators. IL-2 activation reporter assay, cell-based qHTS; stimulated with anti-CD3/CD4/CD28 beads; in transgenic mouse T cells. AID 652025, 2013. activation, % (series mostly up to about 46 µM). 360,000 tested, 0.065% active; in the data active = activation above about 50%; inconclusive = mostly about 30% to 49%; also: 0% is about no effect
#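 Unstimulated transgenic mouse T cells preincubated 60 min with compound, then stimulated with anti-CD3/anti-CD4-coated beads plus anti-CD28 for 18 h at 37 degrees C. IL-2 response read as EGFP and DsRed fluorescence by plate cytometry.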
# Nrf2 block: Nrf2 qHTS screen for inhibitors | 360,000 tested, 2.1% active | A549 ARE-Fluc reporter, luciferase luminescence, 18-24 h | AID 504444, 2011 | Potency, µM (top dose mostly 46 µM), inactives show top-dose activity change, negative = inhibition, actives largely listed as inhibitors; also: potency is read from the fitted curve at half-maximal effect; % is scaled to controls: 0 for no effect and ±100 for the full control effect; nearly all actives have a fitted effect of over 60% in size
#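 A549 ARE_Fluc cells, 5000/well, 5% FBS OPTI-MEM; compounds in dose-response, 18-24 h at 37 °C/5% CO2; CellTiter-Fluor viability read (Ex 405/Em 525), then BugLite luciferase luminescence = Nrf2 activity.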
# TGFb inhibitor: qHTS for Inhibitors of TGF-b | Potency, µM (titrated, usually from 46.1 µM), inactives show at the highest dose activity, negative = inhibition, most hits filed as inhibitors | 410,000 tested, 1.2% active | AID 588855, 2011 | HepG2 CAGA-GFP TGF-b/SMAD3 reporter, GFP fluorescence, 18 h; TGF-beta stimulated, 500 pg/mL final; also: potency is read from the fitted curve at half-maximal effect; % is scaled to controls: 0 for no effect and ±100 for the full control effect; nearly all actives have a fitted effect of over 65% in size
#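 HEPG2 CAGA-GFP, 1000 cells/well; 2 h settle, 37 C; cpd via pin tool; TGF-b 500 pg/mL final; 18 h, 37 C; GFP imaging ex488/em500-530; %Activity normalised to -TGF-b and +DMSO controls; CRC fit, curve class.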
# ATXN2 expr inh: Primary qHTS for Inhibitors of ATXN expression; HEK-293 ATXN2-luciferase reporter, luminescence, 24 h; Potency, µM (doses to about 57 µM), without a hit: top-dose activity change, negative = inhibition, usual class: inhibitors; 360,000 tested, 0.72% active; AID 1745845, 2022; also: potency is read from the fitted curve at half-maximal effect; % is scaled to controls: 0 for no effect and ±100 for the full control effect; nearly all actives have a fitted effect of over 55% in size
#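 ATXN2-luciferase reporter cells (luciferase flanked by upstream and downstream ATXN2 gene portions) were treated 24 h at 37 °C with compounds at up to 57 uM. SteadyGlo luminescence gave expression; GF-AFC fluorescence gave viability.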
# ATXN viability: Viability Counterscreen for Primary qHTS for Inhibitors of ATXN expression | S2 cells (HEK-293 line with an ATXN2-luciferase reporter) viability, CellTiter-Fluor protease fluorescence, 24 h | Potency, µM (doses to about 56.7 µM), actives largely listed as cytotoxic | 400,000 tested, 0.49% active | AID 651635, 2014; also: potency is read from the fitted curve at half-maximal effect; nearly all actives have a fitted effect of over 40% in size
# HepG2 viability: qHTS for Inhibitors of TGF-b: Cytotox Counterscreen; HepG2 CAGA-GFP viability, ATP luminescence, 18 h; Potency, µM (titrated, usually from 46.1 µM), inactives show at the highest dose activity change, negative = cytotoxicity, hits mostly cytotoxic; 410,000 tested, 0.76% active; AID 588856, 2011; also: potency is read from the fitted curve at half-maximal effect; some results filed as inactive show a strong effect at the top dose
#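 CellTiter-Glo luminescence gave cytotoxicity after 18 hours at 37 degrees C. The cells were HepG2 CAGA-GFP in 1% FBS DMEM, stimulated with 500 pg/mL TGF-beta after compound addition. %Activity was normalised to no-cell wells (complete cell-killing) and DMSO (no toxicity), and curves were fitted and classified.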
# A549 tox: Nrf2 qHTS screen for inhibitors: counterscreen for cytotoxicity | A549 ARE-Fluc cells, CellTiter-Fluor viability, 18-24 h | Potency, µM (series often up to 46 µM), for inactives: at the highest dose activity change, negative = cytotoxicity, usual class: inhibitors | 390,000 tested, 0.16% active | AID 504648, 2011; also: potency is read from the fitted curve at half-maximal effect; % is scaled to controls: 0 for no effect and ±100 for the full control effect
#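 A549 ARE_Fluc cells in 5% FBS OPTI-MEM were exposed to compounds in concentration-response for 18-24 h at 37 deg C. Viability was read by CellTiter-Fluor fluorescence (Ex 405/Em 525) after 30 min, before the luciferase read.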
# EPAC2 agonist: qHTS for Agonist of cAMP-regulated guanine nucleotide exchange factor 4 (EPAC2): primary screen. Rap guanine nucleotide exchange factor 4 (Homo sapiens), Q8WZA2. EPAC2 activation, biochemical qHTS; response scale: 100% = 6.5 mM cAMP response. Potency, µM (titrated, usually from 154 µM), for the others: at the highest dose activation, actives largely listed as activators. 360,000 tested, 0.079% active. AID 720711, 2013; also: potency is read from the fitted curve at half-maximal effect; nearly all actives have a fitted effect of over 50% in size
# Target sequence (Q8WZA2 whole entry, looked up): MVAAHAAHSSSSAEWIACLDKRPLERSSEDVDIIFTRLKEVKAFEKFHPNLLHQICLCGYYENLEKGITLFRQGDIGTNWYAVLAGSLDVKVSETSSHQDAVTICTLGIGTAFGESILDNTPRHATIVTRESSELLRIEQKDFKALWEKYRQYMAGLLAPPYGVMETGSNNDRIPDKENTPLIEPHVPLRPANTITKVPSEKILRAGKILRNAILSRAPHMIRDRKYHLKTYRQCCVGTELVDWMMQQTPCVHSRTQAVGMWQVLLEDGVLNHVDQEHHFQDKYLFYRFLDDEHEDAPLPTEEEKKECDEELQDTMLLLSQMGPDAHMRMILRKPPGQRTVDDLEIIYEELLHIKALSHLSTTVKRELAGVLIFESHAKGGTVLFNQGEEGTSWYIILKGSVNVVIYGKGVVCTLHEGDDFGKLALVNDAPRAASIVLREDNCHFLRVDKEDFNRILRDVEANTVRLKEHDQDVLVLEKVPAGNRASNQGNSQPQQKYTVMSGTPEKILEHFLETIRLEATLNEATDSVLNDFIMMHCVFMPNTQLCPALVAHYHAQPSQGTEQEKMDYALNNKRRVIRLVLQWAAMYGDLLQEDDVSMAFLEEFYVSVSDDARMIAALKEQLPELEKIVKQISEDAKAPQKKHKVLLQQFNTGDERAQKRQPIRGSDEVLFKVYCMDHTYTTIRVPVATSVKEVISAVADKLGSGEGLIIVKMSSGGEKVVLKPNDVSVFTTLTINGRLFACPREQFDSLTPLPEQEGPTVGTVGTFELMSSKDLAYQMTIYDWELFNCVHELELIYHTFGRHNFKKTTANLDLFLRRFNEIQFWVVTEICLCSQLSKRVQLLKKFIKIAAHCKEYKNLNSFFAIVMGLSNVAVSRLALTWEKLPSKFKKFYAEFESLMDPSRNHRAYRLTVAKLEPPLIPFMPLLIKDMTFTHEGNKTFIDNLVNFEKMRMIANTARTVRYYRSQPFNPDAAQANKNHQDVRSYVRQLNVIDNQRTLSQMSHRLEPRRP
#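 Setup: EPAC2 100 nM, labeled Rap1B complex 250 nM, free GDP 50 uM. Compound titrations pinned in, brief spin, 5 min room temperature incubation. Kinetic fluorescence read over 30 min, normalized to 6.5 mM cAMP.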
# Nrf2 activator: qHTS of Nrf2 Activators | Potency, µM (doses to about 46.1 µM), for inactives: at the highest dose activation, actives largely listed as activators | AREc32 ARE-luciferase reporter (MCF7-derived line), luminescence, 24 h | 410,000 tested, 0.31% active; also: potency is read from the fitted curve at half-maximal effect; % of control where 0% means no effect; nearly all actives have a fitted effect of over 65% in size
#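 AREc32 cells carrying an ARE-driven firefly luciferase, 1000 cells/well in OPTI-MEM with 5% FBS, dosed after overnight attachment and incubated 24 hr at 37 deg C. Steady-Glo luminescence read after 30 min at RT.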
# * marks the source's active call; other numbers are inactive results; i = inactive; ? = inconclusive; nt = not tested or not shown; & = joins results of further samples. Unless noted, calls follow the shape of the dose curve; as a rule, active = well fitted curve in the direction sought with a large enough effect; inconclusive = small, poorly fitted or top-dose-only effect, or another doubt; inactive = no such curve, though single readings can be large; an effect the other way counts as inactive or inconclusive.
SMILES,IL2 activator,Nrf2 block,TGFb inhibitor,ATXN2 expr inh,ATXN viability,HepG2 viability,A549 tox,EPAC2 agonist,Nrf2 activator
O=C(NCc1ccc(Cl)c(Cl)c1)c1cc(C2CCCCN2C(=O)c2cccs2)on1 (stereo not given),0.2,nt,-19%,-20%,i,-10%,nt,25%,2.3%
C=CCOc1ccccc1CNc1cccc(F)c1,-0.5,20%,-3%,-4%,i,15%,13%,13%,3.7%
Cc1ccc(S(=O)(=O)N(C)/N=C/c2ccc(C(=O)O)cc2)cc1,-3.5,-8%,7%,nt,?,6%,-12%,1%,-0.3%
Cc1cc[n+](CC(=O)c2ccccc2)c2ccccc12,0.2,-14%,7%&-4%,-3%,i,-24%&31%,-3%,5%,0.4%
Cc1cc(/C=C2\NC(=O)NC2=O)c(C)n1-c1cccnc1,0.2,?,-9%,7%,i,-35%,-4%,4%,0.0%
CCn1c(=N)n(CC(=O)c2ccc(Br)s2)c2ccccc21,-1.7,15%,0%,-21%,?,-32%,-4%,-1%,4.4%
COc1ccc(NC(=O)CCn2c(=S)[nH]c3ccccc3c2=O)cc1,-3.0,?,1%,-12%,i,-5%,-8%,-3%,0.0%
Cc1cccc(Cn2cc3c(=O)n(Cc4cccc(F)c4)nc-3c3ccccc32)c1,1.0,7%,6%,1%,i,6%,-2%,1%,0.2%
O=C(Cc1c(F)cccc1Cl)NNC(=S)Nc1ccc(S(=O)(=O)Nc2ncccn2)cc1,-1.9,-2%,-13%,-3%,i,2%,2%,1%,0.5%
COc1cc(/C=N/O)cc(Br)c1OC,-0.5,-15%,-7%,-3%,i,2%,17%,-4%,0.1%
CCCCNc1nc2c(-c3cccc(Br)c3)nnn2c2ccccc12,nt,8%,27%,38%,i,0%,-1%,nt,5.7%
O=C(Cc1ccc(Cl)cc1)N/N=C/c1ccncc1,-0.9,-4%,28%,-3%,i,-1%,2%,8%,-0.6%
O=C(/C=C/c1ccc([N+](=O)[O-])cc1)NC1CC2CCC1C2 (stereo not given),2.4,18%,1%,21%,i,-7%,6%,8%,3.2%
O=C(NCCc1ccccc1)NC(Cc1ccccc1)C(=O)O (stereo not given),-0.4,8%,11%,7%,i,6%,-1%,11%,0.3%
CSc1oc(-c2ccccc2)nc1S(=O)(=O)c1ccc(C)cc1,-1.1,-25%,-5%,-2%,i,1%,-2%,-6%,-0.1%
CC(=O)c1cccc(Nc2nc(-c3sc(N)nc3C)cs2)c1,0.0,-3%,29%,-5%,i,-19%,3%,14%,11%
COc1ccc(C2SCCN2S(=O)(=O)c2ccc(NC(C)=O)cc2)cc1OC (stereo not given),0.9,?,14%,14%,i,9%,0%,5%,0.3%
Cn1c(SCc2ccccc2)nnc1C1CCCNC1 (stereo not given),-0.5,20%,3%,2%,i,3%,-1%,2%,-0.7%
COc1ccc(C2SCC(=O)N2c2nnc(C34CC5CC(CC(C5)C3)C4)s2)cc1 (stereo not given),1.3,-8%,-4%,6%,i,17%,-13%,3%,0.1%
CCOC(=O)N1CCC(NC(=O)Cn2nc(Cc3ccncc3)c3ccccc3c2=O)CC1,-1.6,-1%,4%,3%,i,-51%,9%,19%,-0.4%
CCc1ccccc1NC(=O)CNC(=O)c1cc(C2CC2)nc2c1cnn2C(C)C,1.9,?,-5%,nt,i,-9%,1%,7%,-0.3%
O=c1sc(N2CCN(c3ccccc3F)CC2)nc2ccsc12,-3.0,?,-22%,16%,i,-32%,2%,13%,10%
Cc1ccc(S(=O)(=O)N2CCOCC2)cc1C(=O)NCCCn1ccnc1,0.0,-22%,1%,-3%,i,-4%,2%,16%,-0.6%
CCCN(CCC)C(=O)c1cn(C)c2ccc(S(=O)(=O)N3CCCC3)cc2c1=O,-0.1,?,-3%,nt,i,-9%,-1%,5%,0.2%
O=C(CC1C(=O)NCCN1Cc1cccc(F)c1F)NCCCC1CCCC1 (stereo not given),0.4,6%,-17%,9%,i,2%,0%,-11%,0.1%

# Complete entries from above:
# Entry for CCn1c(=N)n(CC(=O)c2ccc(Br)s2)c2ccccc21 : IL2 activator: -1.7; Nrf2 block: 15%; TGFb inhibitor: 0%; ATXN2 expr inh: -21%; ATXN viability: ?; HepG2 viability: -32%; A549 tox: -4%; EPAC2 agonist: -1%; Nrf2 activator: 4.4%
# Entry for O=c1sc(N2CCN(c3ccccc3F)CC2)nc2ccsc12 : IL2 activator: -3.0; Nrf2 block: ?; TGFb inhibitor: -22%; ATXN2 expr inh: 16%; ATXN viability: i; HepG2 viability: -32%; A549 tox: 2%; EPAC2 agonist: 13%; Nrf2 activator: 10%

# Some entries already given with just EPAC2 agonist and ATXN viability.
smiles	EPAC2 agonist	ATXN viability
O=c1sc(N2CCN(c3ccccc3F)CC2)nc2ccsc12	13%	i
Cc1ccc(S(=O)(=O)N2CCOCC2)cc1C(=O)NCCCn1ccnc1	16%	i

# (more compounds)
SMILES,IL2 activator,Nrf2 block,TGFb inhibitor,ATXN2 expr inh,ATXN viability,HepG2 viability,A549 tox,EPAC2 agonist,Nrf2 activator
CCc1nnc(NC(=O)c2nc(SCc3cccc(C)c3)ncc2Cl)s1,nt,9%,-5%,16%,i,-6%,-3%,nt,1.1%
Fc1ccc(NC(=S)Nc2cccnc2)cc1Cl,-2.7,-30%,-12%,nt,i,4%,-2%,7%,-0.2%
O=C(OCc1cn([C@@H]2C[C@H](c3ccccc3)N(Cc3cccs3)C[C@H]2O)nn1)c1ccccc1,0.3,nt,-2%,4%,i,1%,nt,-1%,0.0%
CCCOc1cccc(C2c3c(-c4ccccc4O)n[nH]c3C(=O)N2Cc2ccco2)c1 (stereo not given),nt,?,?,nt,nt,-111%,?,nt,-5.4%
O=C(Nc1c(S(=O)(=O)c2ccc(Cl)cc2)csc1Br)c1ccccc1Cl,-1.4,-5%,11%,-9%,i,3%,0%,6%,-0.1%
COc1ccc(N(C(=O)c2ccco2)C(C(=O)NC2CCCC2)c2cccs2)c(OC)c1 (stereo not given),0.0,-11%,-7%,0%,i,17%,-9%,6%,5.1%
COc1ccc(/C=C2\SC(=S)N(CCCC(=O)Nc3ccc(O)cc3)C2=O)cc1,-0.5,?,?,-16%,i,-32%,?,0%,-0.5%
COc1ccc(-c2ccnc3nc(N4CCOCC4)nn23)cc1,-3.0,-17%,4%,-5%,i,-8%,19%,2%,0.4%
CCc1nnc(NC(=O)c2cccc(S(=O)(=O)N3CCc4ccccc43)c2)s1,0.9,-11%,-14%,3%,i,-14%,1%,5%,-0.7%
Cc1nn(-c2ccccc2)c(C)c1C(=O)OCC(=O)NCc1ccco1,-3.3,6%,-10%,5%,i,-3%,9%,3%,5.5%
O=C(CCN1CCN(c2ccc([N+](=O)[O-])cc2)CC1)c1ccc(Cl)cc1,-0.9,-16%,?,-12%,?,-179%,-31%,8%,27%
Cc1cc(=O)n2[nH]c(NCc3c(F)cccc3Cl)nc2n1,1.0,-1%,5%,-8%,i,10%,-1%,-1%,0.4%
CN(C)C(=O)c1ccc(NC(=O)COc2cccc3c2OC(C)(C)C3)cc1,0.5,6%,?,6%,i,2%,5%,4%,-0.7%
Cc1cc(C)c2c(=O)[nH]n(C3CCOC(C)(C)C3)c2n1 (stereo not given),3.1,6%,4%,3%,i,-3%,0%,7%,-0.4%
COc1ccc(/C=N/n2c(C)cc(C)cc2=O)cc1,0.1,?,20%,11%,i,-3%,-10%,5%,-0.8%
O=C(NCC(c1cccs1)N1CCOCC1)c1cn(-c2ccccc2)nc1-c1ccccc1 (stereo not given),0.5,-9%,-10%,-8%,i,-35%,3%,9%,6.0%
COC(=O)c1ccc(NC(=O)N2CCC(CN3CCc4ccccc4C3)CC2)cc1,nt,-2%,9%,nt,nt,-28%,6%,nt,8.1%
COc1ccc(S(=O)(=O)N2CCOC2CNC(=O)C(=O)NCCCN2CCOCC2)cc1C (stereo not given),-2.1,12%,9%,1%,i,-1%,-1%,0%,0.3%
CCCCN(C(=O)c1cc2c(s1)CCC2)c1c(N)n(CC(C)C)c(=O)[nH]c1=O,5.8,18%,8%,5%,i,10%,0%,-23%,-0.3%
C/C=C(\C)C(=O)Nc1cccc(C2=NOC3(C2)C[C@H](C(N)=O)N(C(=O)CC#N)C3)c1 (stereo not given in full),0.3,11%,-2%,-2%,i,-15%,3%,8%,0.0%
Cc1ccccc1C1N=C2Oc3ccccc3C=C2C(=O)N1 (stereo not given),-0.5,nt,10%,-4%,nt,-28%,nt,-2%,5.9%
Cc1occc1C(=O)N1CCN(c2ccc(Cl)cc2)CC1,0.2,?,13%,-6%,i,-1%,-7%,9%,-0.4%
COC(=O)c1c(C)[nH]c(C(=O)C(C)OC(=O)C2CC2C)c1C (stereo not given),0.4,-7%,-17%,nt,i,-4%,0%,-2%,-0.2%

# Compound activity from PubChem.
